# SUMO1-SIM PPI – alters human SUMO1 binding to SIM partners. P63165. SUMO1 binding to a labelled peptide, TR-FRET, 1 h. inhibition, % at 20 µM. 360,000 compounds, 0.33% hits. AID 602429; in the data active = inhibition above about 37%
# MsrA act – bovine methionine sulfoxide reductase A activation; purified bovine MsrA, absorbance read-out; activation, % at 10.6 µM; 360,000 compounds, 0.3% hits; in the data active = activation above about 7.5%;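 also: 0% = vehicle and 100% = reference activator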
# LMPTP inh – LMPTP (human) inhibition; P24666; recombinant LMPTP-A, OMFP fluorogenic substrate, fluorescence intensity; inhibition, % at 20 µM; 360,000 compounds, 0.22% hits; AID 651560;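 active = compounds that cut the enzyme signal by at least half of the control window in the single-dose screen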;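 also: plate controls were DMSO wells with enzyme plus substrate for no effect and substrate without enzyme for full effect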
#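 Test system – LMPTP-A phosphatase enzyme · Quantity – 0.625 nM LMPTP-A final · Reagent – OMFP substrate, 400 µM final · Dosing – one test concentration per compound, 20 µM, with 3% DMSO overall · Timing – 50 min enzyme reaction at room temperature, protected from light · Detection – fluorescence intensity · Controls – substrate-only low control, DMSO enzyme-plus-substrate high control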
# CendR NRP1 mod – NRP-1/CendR interaction modulation. O14786. FAM-RPARPAR peptide binding to NRP-1, fluorescence polarization. inhibition, % at 25 µM. 360,000 compounds, 0.85% hits. AID 602438;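 active = inhibition or corrected inhibition above about 18%, plus a signal ratio from 0.5 to 1.5, limit read from the data, passing the limit was not always enough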; also: strong numbers were not always called active
# eLon inh – inhibits E. coli Lon protease; 360,000 compounds, 0.42% hits; AID 602123; purified E. coli Lon protease, fluorescence polarization; inhibition, % at 7.94 µM; P0A9M0; in the data active = inhibition above about 13%, passing the limit was not always enough;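 also: 0% = enzyme with probe and DMSO and 100% = no enzyme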
# Scp-1 inhibitor – inhibitors of human Scp-1 phosphatase; Q9GZU7; Recombinant Scp1, phosphopeptide, malachite green phosphate absorbance; inhibition, % at 20 µM; 340,000 compounds, 0.88% hits;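 active = inhibition above about 50% at 20 µM, limit read from the data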;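 also: plate controls were DMSO wells with enzyme for no effect and wells lacking enzyme for full effect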
#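 Incubation: 45 min enzyme reaction at room temperature / System: truncated SCP-1 phosphatase (76-261aa) / Reagent: Phospho 17-mer peptide substrate / Buffer or medium: Acidic Tris acetate buffer with magnesium and detergent / Signal: absorbance at 630 nm / Doses: one concentration, 20 µM, with 1.0% DMSO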
# STEP inh – STEP (human) phosphatase inhibition; 360,000 compounds, 0.25% hits; recombinant STEP, OMFP fluorogenic substrate, fluorescence; inhibition, % at 20 µM; P54829;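 active = inhibition at 20 µM, scaled per plate between control wells, above about 37%, limit read from the data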;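 also: 0% = DMSO with enzyme and substrate and 100% = substrate only without enzyme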
#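 System: STEP phosphatase, cell-free reaction; Buffer or medium: Bis-Tris pH 6.0 buffer with DTT, detergent; Incubation: 20 min at room temperature, dark; Measured by: fluorescence, 480/540 nm.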
# Tb MetRS inh – Trypanosoma brucei MetRS inhibition; purified T. brucei MetRS, ATP depletion, Kinase-Glo luminescence; inhibition, % at 11.9 µM; 360,000 compounds, 0.4% hits; AID 624268;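 active = inhibition above a per-plate cutoff of the control wells' mean inhibition plus 3 SD, cut at about 5.5% in these data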;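 also: 0% = DMSO wells median and 100% = median of wells with control inhibitor compound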
#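 System: purified T. brucei MetRS enzyme / Detection: Kinase-Glo luciferase luminescence reporting remaining unconsumed ATP / Medium: HEPES buffer with MgCl2, KCl, DTT, spermine, BSA, pyrophosphatase / Replication: singlicate, one well per compound / Evaluation: percent inhibition relative to median high and low control wells / Schedule: 2 h aminoacylation at 25 °C after 15 min preincubation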
# MsrA inhibitor – inhibits bovine methionine sulfoxide reductase A. purified bovine MsrA, absorbance read-out. inhibition, % at 15.5 µM. 360,000 compounds, 0.75% hits. AID 651718; in the data active = inhibition above about 4.5%;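 also: 0% = vehicle wells with enzyme and 100% = reference inhibitor wells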
# DNMT1 block – blocks human DNA methyltransferase DNMT1. P26358. DNMT1 molecular beacon, Hinp1I cleavage, fluorescence. inhibition (reported as % activation of signal), % at 10 µM. 360,000 compounds, 0.83% hits. AID 588458; in the data active = inhibition above about 50%
# * hit, by the source's call; . = no result given.
SMILES,SUMO1-SIM PPI,MsrA act,LMPTP inh,CendR NRP1 mod,eLon inh,Scp-1 inhibitor,STEP inh,Tb MetRS inh,MsrA inhibitor,DNMT1 block
CC(=O)NC1CC2CCCC(C1)N2C(=O)Nc1cccc(C)c1 (stereo not drawn),-2,4,-2.2,-1,-2,-5,2,-0.3,-1.0,1
Clc1ccc(C(c2nnnn2C2CCCC2)N2CCN(Cc3ccncc3)CC2)cc1 (stereo not drawn),1,-11,-1.4,9,-2,-4,-1,-2.3,-0.8,6
CCN(C(=O)COC(=O)/C(=C/c1ccccc1)n1nnnc1C)C1CCCCC1,2,-2,-1.3,-1,1,-4,1,-0.6,0.1,7
OCC1OC2C(NC(=S)N2c2ccccc2)C(O)C1O (stereo not drawn),1,0,-2.0,8,-2,2,0,-0.3,-0.3,0
COc1cccc(/C=N/N2C(=O)NC3(CCCCC3)C2=O)c1O,-3,-6,-0.3,2,0,-7,2,-0.5,0.1,2
CCc1ccccc1OCC(=O)N1CCN(c2ncccn2)CC1,6,-1,0.6,14,0,0,-1,-0.2,1.2,-1
CC(=O)N1CCN(S(=O)(=O)c2cccc(C(=O)NNC(=O)COc3c(C)cccc3C)c2)CC1,4,-2,1.8,-21,-14,7,4,-0.1,-0.3,-3
COc1cccc(/C=C2/C(=O)NN(c3ccccc3)C2=O)c1,4,-1,-2.0,-2,6,-6,3,-0.3,0.7,-4
CCOc1ccc(-n2c(SCC(=O)Nc3cc(OC)c([N+](=O)[O-])cc3C)nc3ccccc32)cc1,-2,-1,1.7,-2,-1,5,-2,0.2,-0.4,-6
O=C(Cc1ncn[nH]1)NCCc1ccccc1,-4,-9,-0.4,-17,4,4,-2,-0.7,1.5,-1
CC(NCCc1ccc(S(N)(=O)=O)cc1)C(=O)NCc1ccccc1 (stereo not drawn),4,-5,-2.2,-2,4,-2,0,-0.4,-0.7,0
NC(=O)c1cc(Br)cc2c3c([nH]c12)CCCC3,-1,-2,0.3,-1,-5,-13,-1,-1.2,1.1,-12
CSc1ccc(CN(C)CC(=O)NCc2ccc(F)cc2)cc1,1,-3,0.3,-6,4,-11,-5,0.7,0.9,-1
CCOC(=O)c1cc(-c2ccccc2)n(CC(=O)N2CCCC2)c1C,4,-14,1.8,6,-5,-4,0,-2.3,0.2,2
CC1C(c2ccccc2)=[N+]([O-])C2(CCCC2)N1O (stereo not drawn),-1,-4,-0.7,-2,-3,-3,1,-0.4,-0.6,2
COc1ccc(-n2c(SCC(=O)Nc3cc(C(=O)O)ccc3C)nc3ccccc3c2=O)cc1Cl,23,-2,-1.1,-9,-7,-2,-2,-0.2,0.2,-2
COC(=O)c1ccccc1NC(=O)Nc1nnc(N2CCCCC2C)s1 (stereo not drawn),5,-4,-1.0,-2,-3,-7,-2,0.0,.,0
O=C(Nc1cccnc1)Nc1ccc(Br)cc1Cl,2,-5,0.2,-6,-2,0,2,-0.2,0.0,-3
CSc1ccccc1-c1cnc2cccnn12,-2,-3,-0.7,4,4,.,0,-0.1,0.8,0
CC1CCCCN1Cc1nc2c(c(=O)n(C)c(=O)n2C)n1CCCc1ccccc1 (stereo not drawn),4,-11,0.2,4,-12,1,-1,-2.8,1.1,3
CC(CN1CCOCC1)OC(=O)c1cccc(Cl)c1 (stereo not drawn),5,-1,0.5,3,-2,-8,1,0.2,-0.9,1
Cc1ccc(-n2cc(CCCCCCCCC(=O)O)nn2)cc1,1,-5,-0.8,11,6,-6,0,0.2,0.2,0
Cc1ccccc1C(=O)c1c[nH]c(C(=O)N2CCN(c3ccccc3F)CC2)c1,0,-1,0.2,-7,3,-3,0,0.2,-1.3,0
CC(C)(C)N(Cc1ccccc1)C(=O)COC(=O)C1CC1,1,-15,-2.6,11,-5,2,-2,-0.4,-1.3,1
COCc1cc(C)nc2sc3c(=O)n(-c4cccc5ccccc45)nnc3c12,-2,-5,-1.5,-6,-2,-2,0,-0.6,-0.7,-2
COc1cccc(C2CCCCN2Cc2nc(-c3ccc(C)o3)oc2C)c1 (stereo not drawn),-2,-4,1.4,-25,-3,-9,1,-0.2,1.3,0
CCOCCCNC(=O)C1(O)c2cc(Br)ccc2NC(=O)N1c1ccc(CC)cc1 (stereo not drawn),-1,0,-0.7,12,-3,-11,0,-0.3,-0.5,3
C=C1C(=O)O[C@@H]2[C@H]1CC[C@H](C)[C@]1(O)CCC(=O)[C@@]21C,9,-1,-3.4,9,4,-10,2,0.1,-0.8,1
NC(=S)N/N=C1\CCSc2ccc(Cl)cc21,3,-1,-0.1,1,-3,0,-4,-0.3,1.3,0
CS(=O)(=O)c1cnc2c(-c3ccsc3)cnn2c1N,6,-13,-1.3,8,-5,2,-1,-1.4,0.7,8
Cc1cn([C@H]2C[C@H](O)[C@@H](CNCC3=Cc4cc(O)ccc4OC3)O2)c(=O)[nH]c1=O,-4,3,-1.5,2,-4,.,-1,-0.5,-0.5,9
C=CCn1c(-c2cccn(Cc3cccc(Cl)c3)c2=O)n[nH]c1=S,1,-1,-1.8,2,-3,5,-6,-1.4,1.8,10
COc1ccccc1C(=O)NCCNC(=O)c1ccc(C)nc1,-5,-1,-0.5,-1,-7,-3,-4,-0.6,0.5,0
O=C(CSc1nc2ccccc2c(=O)n1-c1ccccc1)c1cccc([N+](=O)[O-])c1,0,-5,1.2,4,-14,-6,1,0.8,-0.1,15
CC(C)Cn1nc(NC(=O)C(C)(C)C)c2cc3ccccc3nc21,-6,-10,0.1,-5,-6,2,-1,-0.4,-0.4,5
COc1ccc(CN(C(=O)c2snc(C(N)=O)c2N)C(C(=O)NC(C)(C)C)c2ccco2)cc1 (stereo not drawn),-12,0,-0.5,2,8,-8,0,-0.4,.,-4
CCCc1cc(=O)n2[nH]c(-c3cccc(Br)c3)cc2n1,-2,-6,0.7,15,3,-3,2,-0.6,-0.4,1
O=C(CC[C@H]1O[C@@H](n2ccc(=O)[nH]c2=O)[C@H](O)[C@@H]1O)N[C@@H](Cc1ccccc1)C(=O)NCC1CCCO1 (stereo partly drawn),0,-3,0.1,10,-15,.,0,0.0,0.7,2
CC1(C(=O)NS(=O)(=O)c2cccc(C#N)c2)CCN1C(=O)CC1CCCC1 (stereo not drawn),1,-4,-1.9,-15,1,.,0,-0.3,0.7,10
CC(C)(C)C(=O)NC(Nc1cccc2cccnc12)C(Cl)(Cl)Cl (stereo not drawn),-2,-3,0.5,16,-6,4,2,-0.1,0.1,-4
CCCc1cc(=O)[nH]c(SCC(=O)Nc2ccc(Br)cc2Br)n1,5,-4,0.9,2,-5,-7,1,-0.3,-0.6,-2
CC(C)/C=C(/C(=O)c1ccc(Cl)cc1Cl)n1cncn1,3,-2,-2.0,-4,-1,-8,-1,1.2,0.5,3
COc1cc(NC(=O)CN2C(=O)c3ccccc3S2(=O)=O)cc(OC)c1,-5,-2,-0.3,-12,-4,8,-1,-0.5,0.0,-3
O=c1cc(C(F)(F)F)c2sc(N3CCCCC3)nc2[nH]1,-7,-2,1.5,-1,9,-6,0,0.4,-0.5,1
CCOc1ccc(C2CC(c3cccc(OC)c3)Nc3nc(N)nn32)cc1 (stereo not drawn),-2,-5,-0.6,-4,-10,0,0,-0.3,0.4,-1
O=c1c(C(c2ccc(Br)cc2)c2c(O)nc3n(c2=O)CCCS3)c(O)nc2n1CCCS2,15,-1,-1.2,-30,-6,-4,2,-0.4,0.0,2
Cc1ccc(OCCCNCCO)c(Br)c1,1,-4,0.8,2,-11,-5,-1,-0.1,-0.7,-3
O=C(Nc1c(C(=O)c2ccccc2)oc2ccccc12)c1cc(-c2ccccc2O)n[nH]1,1,0,0.6,0,2,-15,-4,-0.6,0.6,4
O=C(CCSc1ccc(Cl)cc1)NCc1ccccn1,-1,-4,-1.5,-18,-6,-7,-4,0.1,0.2,2
CC(C)=CC(=O)Nc1nnc(-c2ccccc2)s1,2,-7,-1.9,1,-2,-6,-2,0.0,-0.2,9
COC(=O)c1cn(C(=O)c2cccc(C)c2)c2ccccc12,-1,-2,1.0,3,-2,-14,3,-0.5,-0.2,0
Cc1cc(NC2CCCC2)n2nc(C)c(-c3ccccc3)c2n1,4,-5,2.8,-12,10,1,3,-0.9,1.2,0
Cc1ccc(C(=O)Nc2ccon2)cc1S(=O)(=O)N1CCOCC1,-1,-2,-0.1,3,0,-4,-2,-0.6,-0.8,4

# Among those listed so far, these contain an aryl thioether with sulfur outside any ring:
SMILES,SUMO1-SIM PPI,MsrA act,LMPTP inh,CendR NRP1 mod,eLon inh,Scp-1 inhibitor,STEP inh,Tb MetRS inh,MsrA inhibitor,DNMT1 block
CCOc1ccc(-n2c(SCC(=O)Nc3cc(OC)c([N+](=O)[O-])cc3C)nc3ccccc32)cc1,-2,-1,1.7,-2,-1,5,-2,0.2,-0.4,-6
CSc1ccc(CN(C)CC(=O)NCc2ccc(F)cc2)cc1,1,-3,0.3,-6,4,-11,-5,0.7,0.9,-1
COc1ccc(-n2c(SCC(=O)Nc3cc(C(=O)O)ccc3C)nc3ccccc3c2=O)cc1Cl,23,-2,-1.1,-9,-7,-2,-2,-0.2,0.2,-2
CSc1ccccc1-c1cnc2cccnn12,-2,-3,-0.7,4,4,.,0,-0.1,0.8,0
O=C(CSc1nc2ccccc2c(=O)n1-c1ccccc1)c1cccc([N+](=O)[O-])c1,0,-5,1.2,4,-14,-6,1,0.8,-0.1,15
CCCc1cc(=O)[nH]c(SCC(=O)Nc2ccc(Br)cc2Br)n1,5,-4,0.9,2,-5,-7,1,-0.3,-0.6,-2
O=C(CCSc1ccc(Cl)cc1)NCc1ccccn1,-1,-4,-1.5,-18,-6,-7,-4,0.1,0.2,2

# Compound activity as filed in PubChem.
